# MLLE-PAM2 inh: blocks PAM2 peptide binding to the PABP1 MLLE domain. P11940. GST-MLLE / FITC-PAM2 fluorescence polarization. inhibition, % at 20 µM. actives 0.36% (n = 360,000). AID 588489; in the data active = inhibition above about 35%, passing the limit was not always enough;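 note: plate controls were DMSO wells with GST-MLLE for no effect and wells lacking GST-MLLE protein for full effect; some results filed as inactive read as strong as hits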
# Target sequence (P11940 whole entry, looked up, the tested form may be a part): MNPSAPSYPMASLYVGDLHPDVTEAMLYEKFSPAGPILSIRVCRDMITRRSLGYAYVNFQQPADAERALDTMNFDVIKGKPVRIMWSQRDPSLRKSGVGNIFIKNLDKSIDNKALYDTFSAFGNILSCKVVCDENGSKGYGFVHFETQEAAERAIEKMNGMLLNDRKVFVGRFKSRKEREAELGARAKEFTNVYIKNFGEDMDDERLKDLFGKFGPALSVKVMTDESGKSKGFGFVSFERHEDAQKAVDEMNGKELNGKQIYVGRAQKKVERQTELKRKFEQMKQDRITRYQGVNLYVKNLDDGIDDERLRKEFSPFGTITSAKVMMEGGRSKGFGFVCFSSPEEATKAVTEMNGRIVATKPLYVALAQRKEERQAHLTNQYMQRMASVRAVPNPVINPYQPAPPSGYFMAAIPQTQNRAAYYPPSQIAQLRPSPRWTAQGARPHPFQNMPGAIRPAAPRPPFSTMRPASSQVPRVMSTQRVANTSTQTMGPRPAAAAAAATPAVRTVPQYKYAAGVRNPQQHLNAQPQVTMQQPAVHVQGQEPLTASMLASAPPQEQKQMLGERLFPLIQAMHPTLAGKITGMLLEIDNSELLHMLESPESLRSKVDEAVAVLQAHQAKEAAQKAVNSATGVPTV
# MsrA act: bovine methionine sulfoxide reductase A activation. activation, % at 10.6 µM. purified bovine MsrA, absorbance read-out. actives 0.3% (n = 360,000); in the data active = activation above about 7.5%;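 note: 0% = vehicle and 100% = reference activator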
# CSN inh: CSN deneddylation inhibition; Q92905; Purified CSN, SCF-Nedd8-OG deneddylation, fluorescence polarization; inhibition, % at 12.5 µM; actives 0.38% (n = 360,000);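 active = pattern-corrected inhibition above about 35%, with an unprinted fluorescence ratio check between 0.5 and 1.5, limit read from the data, passing the limit was not always enough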;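 note: 0% = enzyme with substrate and 100% = substrate without enzyme; some results filed as inactive read as strong as hits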
# Target sequence (Q92905 whole entry, looked up, one chain of several): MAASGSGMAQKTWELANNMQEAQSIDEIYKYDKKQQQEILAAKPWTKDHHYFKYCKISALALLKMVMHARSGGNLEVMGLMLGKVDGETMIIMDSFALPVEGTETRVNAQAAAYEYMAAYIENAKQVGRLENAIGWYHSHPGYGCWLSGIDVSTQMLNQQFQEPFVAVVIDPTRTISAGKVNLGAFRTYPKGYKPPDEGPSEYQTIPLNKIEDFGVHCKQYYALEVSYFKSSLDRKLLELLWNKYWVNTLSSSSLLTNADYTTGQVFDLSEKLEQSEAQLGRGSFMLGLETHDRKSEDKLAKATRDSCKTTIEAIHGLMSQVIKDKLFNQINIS
#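 Test system: purified human Csn5 enzyme expressed in HEK293T cells. Amount: 0.24 nM enzyme. Reagent: SCFSkp2-Nedd8OG substrate at 10 nM final. Schedule: 90 min incubation of compound, enzyme and substrate at room temperature. Detection: fluorescence polarization. Read-out: % inhibition of substrate cleavage by Csn5.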
# Neddyl block: inhibitors of human cullin neddylation. calls only at 25 µM. AID 651699. TR-FRET cullin neddylation, biochemical. P61081+Q13564. actives 0.58% (n = 360,000); in the data active = inhibition above about 36%
# eLon inh: inhibits E. coli Lon protease; P0A9M0; inhibition, % at 7.94 µM; actives 0.42% (n = 360,000); purified E. coli Lon protease, fluorescence polarization; in the data active = inhibition above about 13%, passing the limit was not always enough;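 note: 0% = enzyme with probe and DMSO and 100% = no enzyme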
# TbMetRS inhib: Trypanosoma brucei MetRS inhibition. purified T. brucei MetRS, ATP depletion, Kinase-Glo luminescence. inhibition, % at 11.9 µM. actives 0.4% (n = 360,000). AID 624268;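 active = inhibition above a per-plate cutoff of the control wells' mean inhibition plus 3 SD, cut at about 5.5% in these data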;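 note: 0% = DMSO wells median and 100% = median of wells with control inhibitor compound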
#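 technique = Kinase-Glo luminescence, ATP depletion format | system = purified MetRS (methionyl-tRNA synthetase) enzyme from Trypanosoma brucei | timing = 15 min preincubation, 2 h reaction, all 25 °C | evaluation = percent inhibition versus plate control medians | dosing = single dose, 11.9 µM final nominal, 0.9% final DMSO | also added = substrates ATP, L-methionine and bulk Escherichia coli tRNA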
# Rin1-Abl PPI inh: blocks binding of human Rin1 to Abl; P00519+Q13671; TR-FRET Rin1/Abl binding, biochemical; inhibition, % at 7.35 µM; actives 0.4% (n = 360,000); in the data active = inhibition above about 5%, passing the limit was not always enough
# FAS-TE inh: inhibitors of human fatty acid synthase thioesterase domain; P49327; recombinant FAS-TE, OMFH fluorogenic substrate, fluorescence endpoint; inhibition, % at 15 µM; actives 0.67% (n = 360,000);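 active = compounds whose normalised, plate-corrected inhibition of enzyme fluorescence in the single-dose primary screen is 50% or more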;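 note: 0% = DMSO with enzyme and 100% = substrate without enzyme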
# MsrA inhibitor: bovine MsrA inhibition; actives 0.75% (n = 360,000); inhibition, % at 15.5 µM; AID 651718; purified bovine MsrA, absorbance read-out; in the data active = inhibition above about 4.5%;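 note: 0% = vehicle wells with enzyme and 100% = reference inhibitor wells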
# * = called active by the depositor; i = inactive; . = no result given. This is a random part of the collection, and some 4% of all compounds hit somewhere here.
SMILES,MLLE-PAM2 inh,MsrA act,CSN inh,Neddyl block,eLon inh,TbMetRS inhib,Rin1-Abl PPI inh,FAS-TE inh,MsrA inhibitor
O=C(Nc1cc(Cl)ccc1-n1cncn1)c1ccco1,-35,-1,0,i,-6,-0.3,2,0,-0.2
CCc1nc2c(OCc3ccc(C(F)(F)F)cc3)cccn2c1N(C)C(=O)CC(C)C,-2,6,-1,i,3,-0.3,-2,9,0.1
CC(=O)c1cnc(Oc2cc(Cl)ccc2Cl)nc1C,7,-2,-1,i,-5,1.6,0,-1,-1.4
CC(=O)c1ccc(NC(=O)CSc2ccc3nnc(-c4cccnc4)n3n2)cc1,0,-4,0,i,8,-0.4,-9,-8,0.3
O=C(NCCCN1CCOCC1)c1ccc(NS(=O)(=O)c2ccccc2)cc1,9,-3,1,i,-2,-0.3,-2,-9,0.9
O=C(Nc1ccccc1C(=O)Nc1ccccc1C(=O)O)c1ccccc1,7,0,7,i,1,-0.2,1,6,0.7
CCc1nnc(NC(=O)CSc2nc(-c3ccccc3)c(-c3ccccc3)o2)s1,-130,1,-4,i,-9,0.4,-3,-6,-0.1
CC(C)(C)N1CC(c2nc3ccccc3n2Cc2ccc(F)cc2)CC1=O (stereo not drawn),-4,-4,0,i,-5,-0.3,-2,-2,0.7
Cc1ccc2nc(SCC(=O)N3CCC(Cc4ccccc4)CC3)nc(=O)n2c1,-12,-3,5,i,-11,-0.3,0,22,2.2
COC(=O)[C@@]12C[C@@H](CC(=O)N3CCCC3)C(=O)N(Cc3ccco3)C1=CCC(C)(C)C2,.,.,0,i,.,-1.0,.,.,-0.3
CCN1C(=O)C(=O)N(CC(=O)Nc2cccc(C(F)(F)F)c2)C1=O,0,0,-2,i,-2,0.3,0,-6,-0.8
Cc1ccc(C(=O)N(CCc2ccccc2)Cc2ccccc2)cc1S(=O)(=O)N1CCCCC1,-3,-2,-3,i,-3,0.2,1,25,-0.7
CCN(CC)S(=O)(=O)c1ccc(Cl)c(C(=O)NCC2CCCO2)c1 (stereo not drawn),4,-1,0,i,-6,-0.5,6,-4,0.4
O=C(N/N=C/c1cccnc1)c1cccc(NC(=O)c2cccc(Br)c2)c1,-5,-1,-1,i,-2,-0.3,1,-1,0.2
COc1ccccc1CNC(=O)COC(=O)Cc1c[nH]c2ccccc12,8,-2,-5,i,-2,-0.3,1,-5,-0.3
O=C(CN1C(=O)C2C3C=CC(C3)C2C1=O)OCC(=O)c1ccc([N+](=O)[O-])cc1 (stereo not drawn),5,-9,-2,i,7,-1.5,2,-1,-0.9
COc1ccc(NC(=O)C(=O)NCC(=O)Nc2cc(OC)ccc2OC)cc1,-3,0,1,i,6,-0.6,-4,-4,-0.5
O=C(CCc1ccccc1)NNC(=O)COc1ccc([N+](=O)[O-])cc1,-4,-2,7,i,-10,-0.2,-2,12,0.0
CC1=C(C(=O)N(C(C)C)C(C)C)CC(CC(=O)NCc2cccs2)C(=O)N1Cc1ccccc1 (stereo not drawn),-1,-1,3,i,-2,-0.5,-1,-3,-1.3
C=CCN1C(=O)C2(OCCCO2)c2cccc(C)c21,-6,-2,7,i,-9,-0.8,1,-4,-0.2
COc1ccc(/C=N\NC(=O)c2ccccc2Br)cc1COc1c(F)c(F)cc(F)c1F,5,-8,5,i,-10,-1.1,-2,16,0.9
CC(NC(=O)c1ccco1)c1nc(-c2ccc(C(C)(C)C)cc2)no1 (stereo not drawn),0,-3,-2,i,-1,0.8,1,4,1.8
CCCC(=O)OCCNc1cc(Sc2nc3ccccc3[nH]2)c2nonc2c1[N+](=O)[O-],31,-9,2,i,0,0.9,-5,75*,0.6
COc1ccc(Cl)cc1S(=O)(=O)N1CCN=C1Cc1ccccc1,2,-3,4,i,1,-0.6,-2,3,-0.1
OCc1cnc(SCc2ccccc2)n1Cc1ccccc1,3,-2,6,i,5,-0.5,0,-1,0.0

# The results go on.
SMILES,MLLE-PAM2 inh,MsrA act,CSN inh,Neddyl block,eLon inh,TbMetRS inhib,Rin1-Abl PPI inh,FAS-TE inh,MsrA inhibitor
CCn1cc(C(=O)NC2CCCCC2)c(=O)c2cc(S(=O)(=O)N(C)C)ccc21,0,-1,1,i,8,0.3,-4,21,-0.8
Cc1ccc(C(=O)NC(Cc2cccc(F)c2)C(=O)O)cc1 (stereo not drawn),9,-7,1,i,2,-2.8,0,2,-0.7
COc1cccc(CSc2nc3ccccc3[nH]2)c1,-11,-2,0,i,-3,-0.5,-6,-3,-0.4
CC(C#N)(NC(=O)CN1CCN(S(=O)(=O)c2ccccc2Cl)CC1)C1CC1 (stereo not drawn),-8,1,-4,i,-6,-0.2,5,-1,0.6
O=C(Nc1ccon1)c1cccc(S(=O)(=O)N2CCCC2)c1,-8,-3,1,i,-12,-0.6,4,-4,0.2
CCn1cc(C2N3CC4(C)CN2CC(C)(C3)C4=O)c2ccccc21 (stereo not drawn),-5,-8,-6,i,2,-0.1,-1,0,-0.9
Cc1cccc(C)c1NC(=O)C1NC(=O)CC1c1ccccc1 (stereo not drawn),6,-7,-4,i,-4,-0.2,-2,-4,0.4
COc1cc(C2(c3ccc(O)c(OC)c3)C(=O)N(C)c3ccc(C)cc32)ccc1O,15,-5,0,i,9,-0.8,0,-7,-0.5
O=C(C1CCCO1)N1CCN(C(=S)NC2CC2)CC1 (stereo not drawn),-16,-2,-1,i,-2,0.1,6,-3,0.8
CN1CCN(CCP(=O)(c2ccccc2)c2ccccc2)CC1,10,-3,-1,i,-11,-0.4,-3,-2,-1.0
COc1ccc(Cl)cc1NC(=S)N1CCCC1,-56,2,-10,i,-2,0.0,1,-4,1.0
COc1ccccc1C(=O)NCCC(=O)Nc1ncccc1C,-1,-5,-1,i,-2,-0.1,-1,-6,0.4
O=C(COC(=O)/C=C/c1cccc([N+](=O)[O-])c1)NCc1ccco1,11,-2,0,i,-7,0.2,0,6,1.3
Cc1nnc(NC(=O)CCSc2ccc(Cl)cc2)s1,-10,-2,-2,i,-2,-0.7,-5,-5,-1.2
Cc1ccc(C)c(S(=O)(=O)Nc2ccc(C(N)=O)cc2)c1,5,-1,3,i,10,0.3,4,0,0.5
CC(=O)NC(=S)Nc1ccccc1F,6,-3,9,i,-15,-0.2,2,-4,0.1
COc1cc(OC)cc(OC)c1,-14,-6,1,i,1,-1.8,-2,-9,1.1
CC(=O)Nc1ccc(NC(=O)CN2CCN(c3ccccn3)CC2)cc1,0,-4,2,i,0,-1.1,-1,-4,-0.3
CCSc1nnc(SCC(=O)N2CCN(C(=O)c3ccco3)CC2)s1,-4,-3,0,i,-12,0.0,5,-2,-0.4
CCN(CC)CCCNC(=O)c1cc2c(-c3ccc(Cl)cc3)nn(C)c2s1,-3,-8,-2,.,-6,-0.2,3,-3,-1.2
COc1ccc(CC(=O)Nc2cc(S(=O)(=O)N3CCCCC3)ccc2N2CCN(C)CC2)cc1,1,0,-2,i,0,0.6,1,-13,1.2
COc1ccc(C(=O)N/C(=C\c2cn(C)c3ccccc23)C(=O)NCCCN2CCOCC2)cc1,2,-7,-4,i,-13,-0.6,-3,-2,5.3*
COc1ccc(NC(=O)c2ccc(-c3ccc(C)c4ccccc34)o2)cc1,2,-2,0,i,6,-0.3,-1,26,2.0
O=C(NC1CCN(S(=O)(=O)c2ccccc2)CC1)c1ccc(F)cc1,-5,1,-6,i,1,1.3,-2,-6,-0.7
Cc1ccc(C(=O)OCC(=O)NCC(F)(F)F)cc1C,2,-1,-5,i,23,0.2,3,-6,1.0

# Given with bars between the fields: 13 of the compounds above.
molecule | MLLE-PAM2 inh | MsrA act | CSN inh | Neddyl block | eLon inh | TbMetRS inhib | Rin1-Abl PPI inh | FAS-TE inh | MsrA inhibitor
O=C(COC(=O)/C=C/c1cccc([N+](=O)[O-])c1)NCc1ccco1 | 11 | -2 | 0 | i | -7 | 0.2 | 0 | 6 | 1.3
Cc1nnc(NC(=O)CCSc2ccc(Cl)cc2)s1 | -10 | -2 | -2 | i | -2 | -0.7 | -5 | -5 | -1.2
Cc1ccc(C)c(S(=O)(=O)Nc2ccc(C(N)=O)cc2)c1 | 5 | -1 | 3 | i | 10 | 0.3 | 4 | 0 | 0.5
CC(=O)NC(=S)Nc1ccccc1F | 6 | -3 | 9 | i | -15 | -0.2 | 2 | -4 | 0.1
COc1cc(OC)cc(OC)c1 | -14 | -6 | 1 | i | 1 | -1.8 | -2 | -9 | 1.1
CC(=O)Nc1ccc(NC(=O)CN2CCN(c3ccccn3)CC2)cc1 | 0 | -4 | 2 | i | 0 | -1.1 | -1 | -4 | -0.3
CCSc1nnc(SCC(=O)N2CCN(C(=O)c3ccco3)CC2)s1 | -4 | -3 | 0 | i | -12 | 0.0 | 5 | -2 | -0.4
CCN(CC)CCCNC(=O)c1cc2c(-c3ccc(Cl)cc3)nn(C)c2s1 | -3 | -8 | -2 | . | -6 | -0.2 | 3 | -3 | -1.2
COc1ccc(CC(=O)Nc2cc(S(=O)(=O)N3CCCCC3)ccc2N2CCN(C)CC2)cc1 | 1 | 0 | -2 | i | 0 | 0.6 | 1 | -13 | 1.2
COc1ccc(C(=O)N/C(=C\c2cn(C)c3ccccc23)C(=O)NCCCN2CCOCC2)cc1 | 2 | -7 | -4 | i | -13 | -0.6 | -3 | -2 | 5.3*
COc1ccc(NC(=O)c2ccc(-c3ccc(C)c4ccccc34)o2)cc1 | 2 | -2 | 0 | i | 6 | -0.3 | -1 | 26 | 2.0
O=C(NC1CCN(S(=O)(=O)c2ccccc2)CC1)c1ccc(F)cc1 | -5 | 1 | -6 | i | 1 | 1.3 | -2 | -6 | -0.7
Cc1ccc(C(=O)OCC(=O)NCC(F)(F)F)cc1C | 2 | -1 | -5 | i | 23 | 0.2 | 3 | -6 | 1.0

# Later entries:
SMILES,MLLE-PAM2 inh,MsrA act,CSN inh,Neddyl block,eLon inh,TbMetRS inhib,Rin1-Abl PPI inh,FAS-TE inh,MsrA inhibitor
CN1CCN(NC(=O)c2ccc(Cl)c([N+](=O)[O-])c2)CC1,-9,-5,3,i,-4,-1.0,2,-5,0.6
CCCN(C(=O)COC(=O)Cn1c(=O)oc2ccccc21)c1c(N)n(Cc2ccccc2)c(=O)[nH]c1=O,-30,-2,1,i,-8,-0.4,1,-5,-0.9
CCOc1cccc(CNCCO)c1OCc1ccc(Cl)cc1Cl,-5,2,1,i,-2,-0.5,-3,-6,0.1
CCCCN(C(=O)c1cc(Cl)nc2ccccc12)c1c(N)n(CCCC)c(=O)[nH]c1=O,-20,-9,2,i,5,-0.6,-2,-6,-1.1
O=C(c1cccc(F)c1)N1CCN(C(=O)C(c2ccccc2)c2ccccc2)CC1,-7,-4,-2,i,5,0.3,1,-1,-0.4
O=C1NC(=O)N(Cc2ccccc2)CC1Br (stereo not drawn),-4,-1,-1,i,-8,-0.1,1,-7,-0.5
CCOC(=O)c1sc(NC(=O)C2CC(=O)N(c3ccccc3C)C2)nc1C (stereo not drawn),9,-1,2,i,-1,-1.0,-2,-5,-0.7
CN(CC(=O)Nc1ccc(F)cc1)C(=O)Cn1nnc(-c2ccccc2)n1,-5,-2,-3,i,0,-0.1,-6,-4,0.1
CS(=O)(=O)N1N=C(c2cccs2)CC1c1ccccc1O (stereo not drawn),-10,0,-1,i,-3,0.7,1,-2,0.3
O=C(NCc1ccccn1)Nc1ccccc1C(F)(F)F,4,-12,0,i,-7,-0.5,2,-2,-1.1
Cc1ccc(NC(=O)c2cccc3cccnc23)cc1,1,-2,-1,i,4,-0.1,-2,12,1.2
N/C(=N/OS(=O)(=O)c1ccc([N+](=O)[O-])cc1)c1ccncc1,4,-2,4,i,-4,-0.4,4,0,-0.4

# Source: PubChem BioAssay
